# TNF death inh: TNF-alpha cell death inhibition in Jurkat FADD-/- cells | Jurkat FADD-/- TNF necroptosis rescue, ATP luminescence, 24 h; 0 = TNF only, 100 = no-TNF cells | hit rate 0.068% among 220,000 | activation (protection from cell death), % at 10 µM;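 active means activation, meaning protection from cell death, of at least 50% relative to plate controls; inactive means activation below 50%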;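 further: necroptosis triggered by 40 ng/mL TNF-alpha added together with compound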
# TRPML3 ag: agonists of human TRPML3 channel. Q8TDD5. HEK293 TRPML3-YFP, Fluo-8 calcium fluorescence; 100% = the carbachol control signal. activation, % at 3 µM. hit rate 0.29% among 220,000. AID 1448;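 active means activation above its plate's cutoff, the mean activation of the plate's test wells plus 3 SD, cut at about 12% in these data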;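 further: 0% = DMSO only wells and 100% = carbachol wells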
#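 Material: HEK293 cells stably carrying human TRPML3-YFP; compound dosing: single dose, 3 µM final nominal compound, 0.3% DMSO final; incubation: 1-h 37 °C dye load, 5-s basal, 120-s post-compound reads; technique: Fluo-8 intracellular calcium fluorescence, excitation 470-495 nm, emission 515-575 nm; read-out basis: percent activation from peak-to-basal fluorescence ratio, scaled between DMSO and carbachol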
# zfTRPN1 agonist: agonists of zebrafish TRPN1 channel | HEK293 zebrafish TRPN1-YFP, Fluo-8 calcium fluorescence; 100% = response to 87 µM carbachol | activation, % at 3 µM | hit rate 0.18% among 220,000 | AID 1424;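 active means activation above its plate's cutoff, the mean activation of test wells on that plate plus 3 SD, cut at about 19% in these data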;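 further: 0% = DMSO alone and 100% = 87 µM carbachol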
#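 Assay system: Zebrafish TRPN1-YFP in HEK293 cells | Incubation: Dye loading 1 h at 37 °C, then 30 min room temperature | Measured by: Kinetic Fluo-8 fluorescence, ex 470-495, em 515-575 nm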
# Mdm2 ligase inh: inhibitors of human Mdm2 E3 ubiquitin ligase; Q00987; cell-based MDM2 ubiquitination luciferase reporter, 2 h; 0 = plate control, 100 = twice control, blank-subtracted; signal enhancement, % at 5 µM; hit rate 0.11% among 210,000;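 active means signal enhancement of 30% or more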;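 further: luminescence tracks abundance of the self-degrading MDM2-luciferase fusion protein; higher signal means inhibition of MDM2 E3 ligase activity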
# Target sequence (Q00987 whole entry, looked up, the tested form may be a part): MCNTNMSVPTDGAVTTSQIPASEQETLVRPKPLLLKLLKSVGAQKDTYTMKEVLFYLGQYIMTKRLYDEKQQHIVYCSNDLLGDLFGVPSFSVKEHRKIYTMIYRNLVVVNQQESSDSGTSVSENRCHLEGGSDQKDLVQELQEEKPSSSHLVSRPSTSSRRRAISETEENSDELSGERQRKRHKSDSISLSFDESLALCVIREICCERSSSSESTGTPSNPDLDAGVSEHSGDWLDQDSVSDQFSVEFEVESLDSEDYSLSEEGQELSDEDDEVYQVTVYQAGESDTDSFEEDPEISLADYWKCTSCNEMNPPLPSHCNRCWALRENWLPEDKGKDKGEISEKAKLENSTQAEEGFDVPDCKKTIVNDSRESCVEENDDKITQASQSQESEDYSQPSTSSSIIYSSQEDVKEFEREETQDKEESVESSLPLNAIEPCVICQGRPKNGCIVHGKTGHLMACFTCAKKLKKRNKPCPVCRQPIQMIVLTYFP
#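 Assay system: stable mammalian line carrying autodegrading MDM2–luciferase fusion reporter; amount: 2000 cells seeded into each well; buffer or medium: DMEM; benchmarks: plate control and blank wells; signal: luciferase luminescence; timing: 2 h compound exposure at 37 °C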
# Runt-SMMHC FRET: Runt domain-CBFb-SMMHC interaction inhibition | AID 1434 | Q01196+Q13951 | inhibition, % at 20 µM | hit rate 0.74% among 220,000 | Cerulean-Runt/Venus-CBFb-SMMHC FRET ratio 530/480, 1 h;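 active means mean inhibition across duplicate retests at 20 µM reaching about 50%, limit read from the data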;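 further: 0% = DMSO wells and 100% = wells with excess untagged CBFb-SMMHC; inhibitors lower the FRET ratio by blocking Runt binding to CBFb-SMMHC; some results filed as inactive read as strong as hits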
# EBV gp42 block: inhibitors of Epstein-Barr virus glycoprotein 42; AID 1085; inhibition, % (tested at 21.74 µM); Fluorescence polarization binding assay, mP read-out; hit rate 0.42% among 220,000; in the data active means inhibition above about 50%
# Target sequence (Q1HVG2 whole entry, looked up): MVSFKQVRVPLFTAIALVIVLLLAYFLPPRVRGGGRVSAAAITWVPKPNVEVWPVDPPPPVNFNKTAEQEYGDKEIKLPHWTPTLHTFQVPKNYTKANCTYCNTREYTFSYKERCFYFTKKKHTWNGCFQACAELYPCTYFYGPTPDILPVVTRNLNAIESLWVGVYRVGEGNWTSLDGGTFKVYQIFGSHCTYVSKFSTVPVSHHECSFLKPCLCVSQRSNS
# PPC-1+TRAIL kill: compounds killing PPC-1 cancer cells with TRAIL present (potentiator screen, no TRAIL-free arm); PPC-1 cells + TRAIL, ATPLite viability luminescence; cell killing (% activity), % at 4 µM; hit rate 0.41% among 220,000;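 active means cell killing above 50% in the first pass at 4 µM, then a duplicate retest at 5 µM averaging 50% or more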;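 further: plate controls were cells with TRAIL plus DMSO for no effect and medium-only wells lacking cells for full effect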
# p47phox inh: inhibitors of human p47phox binding. P14598. p47phox/p22phox peptide binding, fluorescence polarization, 2 h. inhibition, % at 24.7 µM. hit rate 0.53% among 220,000. AID 1274;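 active means inhibition above about 30%, limit read from the data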;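 further: 0% = p47phox with labelled peptide and 100% = labelled peptide alone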
# CHOP inhibitor: inhibitors of CHOP induction in ER stress response; CHO-K1 CHOP-promoter luciferase, tunicamycin-induced, 15-18 h; inhibition, % at 10 µM; hit rate 3.8% among 220,000;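 active means compounds that reduced the stress-induced luciferase reporter signal by more than about 70% of percent inhibition, limit read from the data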;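 further: 0% = tunicamycin plus vehicle and 100% = wells without tunicamycin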
# Starred values were filed as active, the others as inactive; x = no result given.
SMILES,TNF death inh,TRPML3 ag,zfTRPN1 agonist,Mdm2 ligase inh,Runt-SMMHC FRET,EBV gp42 block,PPC-1+TRAIL kill,p47phox inh,CHOP inhibitor
CCCOc1c(Cl)cc(C(=O)NC)cc1OC,-0.2,0.8,-0.7,2,1,-3,14,-6,8
Cc1ccc(N2C(=O)C3NN=C(C(=O)OCc4ccccc4)C3C2=O)c(C)c1 (centres undefined),0.3,0.5,2.3,-3,-2,-12,34,-6,-6
C=CCNC(=O)c1ccc(CNS(=O)(=O)c2ccc(NC(C)=O)cc2)cc1,-0.5,0.7,-0.2,-14,0,7,40,-9,-10
CC(=O)Oc1ccc(C2(C)CC(C)(C)NC(=S)N2C)c(OC(C)=O)c1 (centres undefined),2.1,0.2,1.6,-10,2,-8,2,0,8
O=C(N/C=C/n1cnc2cc(C(F)(F)F)ccc21)c1ccccc1,0.1,0.5,0.1,7,3,-6,-8,-2,29
NC(=O)c1ccccc1NC(=O)CCc1ccccc1,1.2,0.5,0.6,-18,-1,0,-2,-10,-16
CCn1c(SCc2cc(=O)[nH]c3ccccc23)nnc1C1CC1,0.5,0.6,0.5,1,4,8,0,-3,15
COc1ccc(-n2c(-c3ccc(Cl)cc3)c[n+]3c2CCCCC3)cc1,2.0,-0.9,-1.8,-19,-3,-10,-9,-7,24
Cc1nnc(NC(=O)CSc2nnc(Cc3cccn3C)n2C)s1,-0.3,-0.3,0.4,-11,1,-10,7,-19,-2
O=C(N/N=C(\CC(=O)c1cccs1)C(F)(F)F)c1cccnc1,-1.4,-0.8,-1.5,-15,-10,-10,0,-1,4
Nn1c(Cc2cccc3ccccc23)nnc1SCC(=O)NC1CCS(=O)(=O)C1 (centres undefined),-2.7,0.2,-0.1,11,1,-8,-5,-4,-17
Cc1ccc(S(=O)(=O)N2CCOCC2)c2nsnc12,0.0,0.7,-0.4,-15,2,-13,0,-4,-18
CS(=O)(=O)c1ccc(C(=O)Nc2cc(S(C)(=O)=O)ccc2Cl)cc1,1.4,0.0,1.6,-4,-6,-23,5,7,8
CCOc1c2ccc(C(=O)NCc3ccco3)cc2nn1CCOC,-0.3,0.8,0.7,-2,0,-1,17,4,14
Cc1ccccc1-c1noc(-c2ccccc2C(=O)NCc2ccco2)n1,-5.1,-0.6,-2.2,-7,-1,-1,14,0,6
COc1ccc(C2Nc3ccccc3C(=O)N2C2CCCCC2)cc1 (centres undefined),-1.3,-0.9,-2.5,-5,-6,-6,12,-2,-22
O=C(CSc1ccc(Cl)cc1)Nc1ccc(N2CCN(c3ccccc3)CC2)c(F)c1,0.3,0.1,-0.2,-15,5,-45,14,-3,13
O=c1n(-c2ccccc2)c(=O)n2n1CCCC2,-1.0,0.9,3.0,-4,-2,-3,2,4,1
CCCNS(=O)(=O)c1ccc(OCC(=O)N2CCOCC2)cc1,0.4,0.5,0.1,-5,1,-16,-2,-3,21
CC1CCCN(c2nc3c(c(=O)[nH]c(=O)n3C)n2CCSc2nc3ccccc3o2)C1 (centres undefined),-5.2,0.1,-0.4,-16,-6,-8,18,-2,-16
Cc1[nH]nc2c1C(c1ccc(O)cc1)C1=C(CC(C)(C)CC1=O)N2 (centres undefined),5.7,0.8,2.0,-23,-1,-5,14,16,7
O=C(CC1C(=O)NCCN1CC1CCCCC1)NCc1ccccc1Cl (centres undefined),0.6,0.6,-1.1,8,x,1,x,2,14
COc1ccc(CCNC(=O)CCCCCn2c(SCC(N)=O)nc3cc4c(cc3c2=O)OCO4)cc1OC,-2.9,0.8,-1.3,-10,2,-15,10,-4,5
CCN(CC)S(=O)(=O)c1ccc(C(=O)N2CCN(CCN3C(=O)c4cccc5cccc(c45)C3=O)CC2)cc1,1.6,1.0,1.8,-13,4,0,13,8,34
CC(C)CC(NS(=O)(=O)c1ccc2[nH]c(=O)c(=O)[nH]c2c1)C(=O)O (centres undefined),0.6,1.7,1.1,-11,0,-7,12,-22,5
Cc1ccc(C2CC2c2n[nH]c(=S)n2-c2cccc(Cl)c2)cc1 (centres undefined),-0.2,0.7,0.2,-12,21,11,-16,-3,-17
O=C(Cn1c(=S)[nH]c2ccccc2c1=O)N1CCN(c2ccccc2)CC1,0.2,0.7,0.5,-6,-3,0,9,1,-10
COc1ccc(S(=O)(=O)N2CCC(C(=O)N3CCCC3)CC2)cc1Cl,-2.1,0.2,1.1,-7,1,-7,-3,-11,7
COC(=O)c1cc(C(=O)OC)cc(S(=O)(=O)Nc2ccc(Cl)c(N)c2)c1,-0.7,-0.3,-1.8,3,3,14,-14,-14,23
CN(/N=C/c1cccnc1)c1cnn(-c2ccc(F)c(Cl)c2)c(=O)c1Cl,1.7,0.4,-0.8,-10,-2,32,32,-39,-37
CCN(CC)C(=O)CCCOc1ccc(Cl)cc1Cl,-2.4,-0.8,1.5,-11,-2,-5,-15,2,-10
Cc1ccc(S(=O)(=O)NC2CCCCC2)c2nsnc12,0.3,11*,-0.7,-6,4,-20,24,-7,13
CSCCC(NC=C1C(=O)OC(C)(C)OC1=O)C(=O)O (centres undefined),-0.6,0.9,0.8,4,5,-10,12,-10,26
Cc1ccc(CNC(=O)Cn2cnc3cc([N+](=O)[O-])ccc3c2=O)cc1,1.7,1.0,0.3,-11,-1,-15,-1,-15,25
COCCSc1nc(N)c(NC(=O)c2ccc(OC)cc2)c(=O)[nH]1,0.2,0.6,2.0,3,-1,-2,1,x,10
CCOC(=O)c1nn(-c2ccc(Cl)cc2)c2nc(Nc3ccccc3)cc(=O)n12,0.9,0.6,-0.7,x,2,-31,10,-2,9
COc1ccc(/C=N/NC(N)=S)cc1OC(=O)c1ccccc1,-4.6,0.2,0.1,-11,-3,-19,8,-6,46
O=C(c1ccccc1)N1CCN(Cc2c[nH]c3ccccc23)CC1,0.4,1.2,-0.3,-6,0,-19,-9,-14,36
c1ccc2c(c1)nc(N1CCOCC1)c1c3ccccc3[nH]c21,1.4,0.3,-2.7,-2,31,2,-4,1,68
COc1ccc(N2CCN(CCCNC(=O)CCCn3c(=O)[nH]c4ccsc4c3=O)CC2)cc1,-0.3,0.1,0.7,-19,0,-20,3,-4,-10
COc1ccccc1CNCc1ccc(OC)c(OC)c1OC,1.3,0.6,0.8,x,-7,-18,20,-5,-10
Cc1nn(C)c(C)c1CN(C)C(=O)CCCC(=O)O,1.0,0.8,-1.2,x,1,-17,18,-2,-6
N#Cc1ccc(OCC(=O)Nc2cc(S(=O)(=O)N3CCOCC3)ccc2N2CCOCC2)cc1,1.0,0.9,1.4,-18,0,5,28,-8,-16
COc1cc(C2Nn3c(nnc3-c3ccccc3OC)S2)ccc1O (centres undefined),-2.4,0.3,-0.5,10,1,-20,14,-3,15
O=C(O)CCCCCn1c(O)c(C=C2N=c3ccccc3=N2)sc1=S,-1.0,1.8,1.3,4,-21,-21,9,-27,8
N#Cc1ccccc1Sc1ccccc1C(=O)Nc1ccc2ccccc2c1,2.1,1.9,1.3,-9,3,-9,20,-6,11
Cc1ccc2ccccc2[n+]1CCCS(=O)(=O)[O-],0.6,1.0,2.2,10,1,-3,15,-11,10
COc1ccc(CCC(=O)Nc2nc(-c3ccncc3)cs2)cc1,2.0,4.3,5.0,-14,-1,-21,8,-42,18
CC1(c2nnc(-c3ccc(F)cc3)o2)CC(c2ccccc2)=NO1 (centres undefined),1.9,x,x,28,1,-16,22,-11,3
COc1cccc(CNC(=O)c2ccc(CS(=O)(=O)Cc3ccc(C)cc3)o2)c1,1.6,2.4,3.2,-5,-3,14,2,6,10
CCCSc1nsc(NC(=O)c2cccnc2OCC)n1,1.2,0.3,-1.4,-11,-5,-17,2,-18,4
Cc1ccccc1NC(=O)c1ccc(N/N=C/c2ccccc2O)c([N+](=O)[O-])c1,-5.9,-0.4,1.6,-1,-2,-16,12,-53,19
COc1cccc(/C=N/NC(=O)C(=O)Nc2ccccc2OC(F)(F)C(F)F)c1O,-8.0,0.5,0.9,-7,-11,4,24,-10,78*
Cn1cc(/C=C2\SC(=O)N(c3ccccc3)C2=O)c2ccccc21,-0.5,0.5,0.8,-12,-36,-86,18,-8,-26
c1cncc(CNc2cccc(-c3nc4ccccc4[nH]3)c2)c1,4.5,0.9,1.3,-4,0,9,33,-27,-13
O=Cc1ccc(Oc2cnccn2)cc1,-0.9,-0.8,-1.4,-22,0,-13,3,3,-15
COc1ccccc1NCC(=O)N/N=C/c1sccc1C,0.2,0.1,0.8,-24,2,-8,29,-7,17
CCN1CCN(C(=O)C2=C(C(=O)O)CCCC2)CC1,1.2,0.1,-0.2,-7,-2,-4,-2,-11,28
CCN(CC)S(=O)(=O)c1cccc(-c2nnc(SCCOc3ccccc3)o2)c1,-0.8,1.3,2.1,-17,-2,0,19,-1,12
COc1cc(NC(=O)c2ccco2)c(OC)cc1NC(=O)CCC(=O)Nc1cc(C)ccc1C,1.6,-1.6,0.5,-42,0,-25,15,-23,11

# An excerpt of these results, as tab-separated lines:
SMILES	TNF death inh	TRPML3 ag	zfTRPN1 agonist	Mdm2 ligase inh	Runt-SMMHC FRET	EBV gp42 block	PPC-1+TRAIL kill	p47phox inh	CHOP inhibitor
Cn1cc(/C=C2\SC(=O)N(c3ccccc3)C2=O)c2ccccc21	-0.5	0.5	0.8	-12	-36	-86	18	-8	-26
COc1ccccc1NCC(=O)N/N=C/c1sccc1C	0.2	0.1	0.8	-24	2	-8	29	-7	17

# Later entries:
SMILES,TNF death inh,TRPML3 ag,zfTRPN1 agonist,Mdm2 ligase inh,Runt-SMMHC FRET,EBV gp42 block,PPC-1+TRAIL kill,p47phox inh,CHOP inhibitor
O=C(O)C1CCN(C(=O)CSc2nc3ccccc3s2)CC1,0.6,-0.1,-0.7,2,-1,-6,13,6,1
Cc1cc(=O)oc(C)c1C(=O)N1CCCc2ccccc21,-1.1,0.4,-1.2,-22,-1,-6,10,-16,2
COc1ccccc1C(=O)NCCn1ccc2ccccc21,-0.3,-0.3,-0.3,-2,2,-8,1,-6,23
CC(=O)Nc1cccc(NC(=O)CSc2nnc(Cc3cccn3C)n2-c2ccc(C)cc2)c1,0.5,0.1,1.7,-11,-132,-2,2,-9,-35
N#CC1=C2C=CC=CN2CC1=O,0.5,1.6,1.2,9,-6,-6,12,-13,28
COCCCNCCOc1ccc(C)cc1[N+](=O)[O-],1.3,0.5,1.4,4,-2,-8,19,-8,2
Cc1ccc(-c2nn(CC(N)=O)c(=O)c3ccccc23)cc1S(=O)(=O)N(C)C,-0.4,0.1,-0.3,1,3,8,20,1,-20
COc1cccc(/C=C2\SC(=S)NC2=O)c1OS(=O)(=O)c1ccc(NC(C)=O)cc1,1.3,0.4,1.0,-16,1,-14,19,-19,-12
COC(=O)Cc1c(C)c2ccc(OCc3nn[nH]n3)cc2oc1=O,-0.6,1.0,0.6,-17,1,5,-11,-7,-1

# Compound activity deposited in PubChem by several laboratories.
